# KCNK9 block: KCNK9 potassium channel inhibitors, primary screen, HEK293 cells, thallium flux; FluxOR thallium flux fluorescence; active compounds read low; B-score at 10 µM; 310,000 compounds, 1.2% hits; AID 488922, 2010;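 active means ratio B-score over 3 SD below the library mean, with starting fluorescence within 5 SD of its mean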;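 further: negative B-score means less thallium flux so channel inhibition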
# KCNQ1 inh: inhibitors of human KCNQ1 channel, primary screen, cell-based, thallium flux, high-throughput; Potassium voltage-gated channel subfamily KQT member 1 (Homo sapiens), P51787; CHO-K1 KCNQ1, FluxOR thallium flux fluorescence; active compounds read high; B-score at 10 µM; 310,000 compounds, 1.3% hits; AID 2642, 2010;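 active means compounds whose thallium flux B-score, printed positive for inhibition, exceeds three library SD while starting fluorescence stays within three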;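 further: channel opened by potassium depolarization with thallium stimulus after 20 min compound exposure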
# Target sequence (P51787 whole entry, looked up): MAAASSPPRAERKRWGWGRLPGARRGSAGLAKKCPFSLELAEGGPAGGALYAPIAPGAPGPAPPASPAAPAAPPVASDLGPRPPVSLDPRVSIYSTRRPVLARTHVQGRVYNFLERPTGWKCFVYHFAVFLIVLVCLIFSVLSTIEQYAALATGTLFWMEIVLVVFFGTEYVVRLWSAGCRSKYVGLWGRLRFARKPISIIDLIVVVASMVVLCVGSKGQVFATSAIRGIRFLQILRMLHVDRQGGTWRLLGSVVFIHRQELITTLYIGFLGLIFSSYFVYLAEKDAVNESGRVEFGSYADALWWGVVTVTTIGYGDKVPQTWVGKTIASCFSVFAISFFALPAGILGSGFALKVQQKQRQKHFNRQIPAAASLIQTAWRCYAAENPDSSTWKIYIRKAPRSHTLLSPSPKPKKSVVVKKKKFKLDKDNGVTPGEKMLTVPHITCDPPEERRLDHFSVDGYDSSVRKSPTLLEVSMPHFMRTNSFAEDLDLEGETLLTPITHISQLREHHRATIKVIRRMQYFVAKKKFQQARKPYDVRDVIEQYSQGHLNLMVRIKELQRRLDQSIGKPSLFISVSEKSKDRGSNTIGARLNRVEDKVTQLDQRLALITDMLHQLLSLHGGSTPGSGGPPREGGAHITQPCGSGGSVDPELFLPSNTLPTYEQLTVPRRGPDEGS
# hERG protect: hERG rescue from dofetilide block, primary screen, cell-based, CHO-hERG, FluxOR thallium flux, dofetilide IC70; Voltage-gated inwardly rectifying potassium channel KCNH2 (Homo sapiens), Q12809; dofetilide IC70 present; activation (rescue from dofetilide block), less the hit threshold, % at 10 µM; 310,000 compounds, 0.51% hits; AID 1511, 2009;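 active means activation above the mean of controls blocked by dofetilide plus 5 SD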;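 further: thallium influx through hERG after potassium depolarization seen as dye fluorescence rise; in these data hits start at about 4.7%; inactives centre near -7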
# TMEM16A inh: TMEM16A chloride channel inhibitors, primary screen, cell-based, HTS; Anoctamin-1 (Mus musculus), Q8BHY3; HEK293 TMEM16A/YFP iodide influx fluorescence, ionomycin; normalized B-score (activity score, 25-100; higher = stronger inhibition) at 10 µM; 310,000 compounds, 1.2% hits;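 active means ratio plate-corrected score three or more library SD toward inhibition, starting fluorescence score within five deviations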;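 further: score derived from kinetic fluorescence span divided by baseline fluorescence per well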
# ANO1 activ: TMEM16A chloride channel activators or potentiators, primary screen, cell-based, HTS | HEK293 TMEM16A/YFP-H148Q/I152L, iodide quench fluorescence; active compounds read low | 340,000 compounds, 0.3% hits | B-score at 10 µM;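 active means fluorescence-ratio B-score plate-corrected deviation score at least 3 library SD below zero, with starting fluorescence score within 5 deviations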;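 further: channel opened by trigger with iodide after compound preincubation; score built on the fluorescence ratio of max minus min over baseline; more negative score means more quench and so TMEM16A activation or potentiation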
# KCNK3 block: human KCNK3 channel inhibitors, primary screen, CHO cells, FluxOR thallium flux, B-score; 340,000 compounds, 0.84% hits; B-score at 10 µM; Potassium channel subfamily K member 3 (Homo sapiens), O14649; FluxOR fluorescence; active compounds read low;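 active means B-score under library mean minus 4 SD, starting fluorescence ratio at most library mean plus 5 SD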;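 further: more negative B-score means stronger inhibition of thallium flux through KCNK3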
# Target sequence (O14649 whole entry, looked up): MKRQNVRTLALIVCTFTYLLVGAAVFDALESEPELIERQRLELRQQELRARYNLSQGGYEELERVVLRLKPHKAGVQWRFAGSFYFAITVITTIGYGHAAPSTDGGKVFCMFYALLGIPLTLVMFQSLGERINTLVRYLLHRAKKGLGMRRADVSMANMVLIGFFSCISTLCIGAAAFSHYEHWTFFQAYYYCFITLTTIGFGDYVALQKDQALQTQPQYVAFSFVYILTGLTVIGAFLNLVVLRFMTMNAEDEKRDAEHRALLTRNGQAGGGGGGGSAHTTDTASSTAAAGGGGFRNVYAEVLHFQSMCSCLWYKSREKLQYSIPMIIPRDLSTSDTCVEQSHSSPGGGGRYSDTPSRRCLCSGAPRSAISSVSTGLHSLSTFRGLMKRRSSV
# SKKanGAS inh: S. pyogenes SKKanGAS growth inhibitors in kanamycin, primary screen, streptokinase expression inhibitor project, SKKanGAS strain, BacTiter-Glo luminescence. 300,000 compounds, 1.3% hits. 6 h. inhibition, % at 7.5 µM. AID 1662, 2009;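 active means mean replicate score, as percent of positive control median, at least 50; inconclusive means mean below 50 but one replicate at or above 50; inactive means mean and every replicate below 50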;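 further: strain carries kanamycin resistance gene driven by streptokinase promoter and grows in 40 µg/ml kanamycin; loss of luminescence reflects streptokinase promoter inhibition or plain growth inhibition; 0% = median of DMSO wells and 100% = positive control at its reference dose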
# RGS4 block: RGS4 inhibitors, primary screen, cell-based, HEK293 M3R inducible RGS4, calcium flux. Regulator of G-protein signaling 4 (Homo sapiens), P49798. Fluo-4 calcium flux; active compounds read high; triggered by carbachol at its EC20. B-score at 10 µM. 310,000 compounds, 0.45% hits. AID 463165, 2010;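 active means B-score, a plate-corrected calcium signal, over three deviations above library mean, with baseline fluorescence within five deviations of library mean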;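 further: RGS4 expression induced by doxycycline in cells with stable M3 receptor; B-score is computed from the integrated fluorescence ratio over baseline after carbachol; higher B-score means a larger calcium signal and so more RGS4 inhibition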
# RGS4 act: RGS4 potentiators or activators, primary screen, cell-based, HEK293 M3R inducible RGS4, calcium flux; carbachol calcium flux Fluo4; active compounds read low; B-score at 10 µM; 310,000 compounds, 0.92% hits;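 active means B-score of the integrated calcium signal more than 4 SD below the library mean, with starting fluorescence not abnormally high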;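 further: negative B-score means reduced calcium response which marks RGS4 activation or potentiation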
#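 Material: M3R-expressing HEK293 line, RGS4 induced by doxycycline | Schedule: Overnight RGS4 induction, 30 min dye load 37 °C, 20 min compound RT | Measured by: Fluo4 fluorescence kinetic imaging of calcium | Read-out: Integrated calcium ratio converted to B score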
# KCNQ1 act: potentiators or activators of KCNQ1 channel, primary screen, cell-based, thallium flux, high-throughput | CHO-K1 KCNQ1, thallium flux FluxOR fluorescence; active compounds read high | B-score at 10 µM | 310,000 compounds, 0.35% hits | AID 2648, 2010;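 active means fluorescence ratio B-score, a plate-corrected score, at least three library SD, with initial intensity B-score within 5 SD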
#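 Test system: CHO-K1 cells stably expressing KCNQ1 / Medium: assay buffer / Also added: depolarizing K+/Tl+ stimulus, K2SO4 and Tl2SO4 each 12.5 mM in 5x stock / Incubation: 90 min dye loading and 20 min compound exposure, both at room temperature / Signal: thallium influx via FluxOR fluorescence, kinetic imaging / Evaluation: B score of baseline-normalized fluorescence ratio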
# HDAC3 inhib: HDAC3 deacetylase inhibitors, primary screen, biochemical, fluorescence, cell-free homogeneous. 320,000 compounds, 0.15% hits. inhibition, % at 8.3 µM. Histone deacetylase 3 (Homo sapiens), O15379. recombinant HDAC3, fluorogenic peptide/trypsin coupled. AID 2718, 2010; in the data active means inhibition above about 26%, passing the limit was not always enough; inconclusive means no clear call, values can overlap the other calls
# Numbers without * were called inactive; i = inactive; ? = inconclusive; nt = not tested or not shown. Compounds were not picked by outcome; 6.3% or so of the library scored in one or more.
SMILES,KCNK9 block,KCNQ1 inh,hERG protect,TMEM16A inh,ANO1 activ,KCNK3 block,SKKanGAS inh,RGS4 block,RGS4 act,KCNQ1 act,HDAC3 inhib
Cc1ccc(C(=O)Nc2cccc3ncccc23)cc1[N+](=O)[O-],i,i,-10,i,i,i,-17,i,i,i,-3
CCC1=NN2C(=N)/C(=C/c3cc(C)n(-c4ccccc4)c3C)C(=O)N=C2S1,i,i,-6,i,i,i,25,i,i,i,-1
O=C1CCCC2=C1C(c1ccsc1)CC(=O)N2c1ccccc1 (stereo not given),i,i,-8,i,i,i,1,i,i,i,-1
COc1cc(/C=N/NC(=O)CC2C(=O)NN=C2C)ccc1O (stereo not given),i,i,-9,i,i,i,0,i,i,i,1
O=C(Nc1ccc([N+](=O)[O-])cc1)C1CC1(c1ccccc1)c1ccccc1 (stereo not given),i,i,-11,i,i,i,35,i,i,i,2
CCOC(=O)c1c(C)[nH]c(C)c1C(=O)CSc1nc2ccccc2[nH]1,i,i,-13,i,i,i,-3,i,i,i,-3
CC(C)COC(=O)C1C2C=CC3(CN(C4CCCC4)C(=O)C13)O2 (stereo not given),i,i,-6,i,i,i,-2,i,i,i,-3
CCOC(=O)C1CCN(C(=O)c2ccc3c(c2)C(=O)N(c2ccccc2C)C3=O)CC1,i,i,-12,i,i,i,-15,i,i,i,nt
COc1ccccc1NC(=O)c1sc2nc(-c3ccco3)ccc2c1N,i,i,-14,i,i,i,-13,i,i,i,-1
Cc1ccc(NC(=O)COC(=O)CNC(=O)c2ccc(C)s2)cc1,i,i,-11,i,i,i,-5,i,i,i,-9
Cc1cc(C)cc(OCC(=O)Nc2cc(C)on2)c1,i,i,-5,i,i,i,4,i,i,i,2
Cn1cnnc1SCC(=O)Nc1ccc(S(N)(=O)=O)cc1,i,i,-2,i,i,i,4,i,i,i,-10
O=[N+]([O-])c1ccc(OCc2nnc(-c3ccccc3)o2)cc1,i,i,-7,100*,i,i,nt,i,i,i,3
Cc1cc(C)c(S(=O)(=O)N2CCN(C(=O)C(C)Cn3nc(C)nc3C)CC2)c(C)c1 (stereo not given),i,i,-2,i,i,i,-2,i,i,i,-5
COc1cccc(S(=O)(=O)NCc2ccc3c(c2)OCO3)c1,i,i,-9,i,i,i,5,i,i,i,2
O=C(NCC1CCCO1)c1ccc(/C=N/O)nc1 (stereo not given),i,i,-7,i,i,i,4,i,i,i,-1
CCOC(=O)C(CC(=O)O)N1CCCCC1 (stereo not given),i,i,-3,i,i,i,-7,i,i,i,3
CC(=O)c1cccc(NC(=S)N2CCN(CCN3C(=O)c4cccc5cccc(c45)C3=O)CC2)c1,i,i,-6,i,i,i,6,i,i,i,-5
Cc1[nH]c2ccccc2c1C(=O)CSc1nc2ccccc2c(=O)n1CCCN1CCOCC1,i,i,-12,i,i,i,-2,i,i,i,-7
COc1cc(OC)c(/C=N/NC(=O)c2ccc(NC(C)=O)cc2)cc1Br,i,i,-5,nt,i,i,1,i,i,i,nt
Nc1ccc(Cl)c(S(=O)(=O)Nc2ccccc2Cl)c1,i,i,-13,i,i,i,6,i,i,i,3
O=C(Nc1cccc(O)c1)c1cccc(S(=O)(=O)N2CCCC2)c1,i,i,-9,i,i,i,-1,i,i,i,-8
COc1cccc2cc(/C(=N/O)c3ccc(Br)cc3)oc12,i,i,-14,i,i,i,3,i,i,i,3
O=C(CSCCO)Nc1cccc([N+](=O)[O-])c1,i,i,-8,i,i,i,0,i,i,i,0
O=C(O)CCCN1C(=O)C(=O)/C(=C(/O)c2ccc(Cl)cc2)C1c1ccccc1 (stereo not given),i,i,-3,i,i,i,3,i,i,i,5

# Among those listed so far, these contain an aryl thioether with sulfur outside any ring.
SMILES,KCNK9 block,KCNQ1 inh,hERG protect,TMEM16A inh,ANO1 activ,KCNK3 block,SKKanGAS inh,RGS4 block,RGS4 act,KCNQ1 act,HDAC3 inhib
CCOC(=O)c1c(C)[nH]c(C)c1C(=O)CSc1nc2ccccc2[nH]1,i,i,-13,i,i,i,-3,i,i,i,-3
Cn1cnnc1SCC(=O)Nc1ccc(S(N)(=O)=O)cc1,i,i,-2,i,i,i,4,i,i,i,-10
Cc1[nH]c2ccccc2c1C(=O)CSc1nc2ccccc2c(=O)n1CCCN1CCOCC1,i,i,-12,i,i,i,-2,i,i,i,-7

# Other records follow:
SMILES,KCNK9 block,KCNQ1 inh,hERG protect,TMEM16A inh,ANO1 activ,KCNK3 block,SKKanGAS inh,RGS4 block,RGS4 act,KCNQ1 act,HDAC3 inhib
Cc1ccc(-c2cc(C(=O)Nc3cccnc3)c3ccccc3n2)o1,i,i,-8,i,i,i,14,i,i,i,?
COc1ccccc1N1CCN(C2CCCN(C(=O)c3snnc3C)C2)CC1 (stereo not given),i,i,-10,i,i,i,-7,i,i,i,-1
COc1ccccc1C(=O)NCCC(=O)Nc1ncccc1O,i,i,-12,i,i,i,-2,i,i,i,-3
CCN(CC)CCN(C(=O)c1ccc(CN2CCCCC2)o1)C(C(=O)NC1CCCCC1)c1ccc(F)cc1 (stereo not given),i,i,-5,i,i,i,2,i,i,i,1
Cc1ccccc1-c1nc(CS(=O)(=O)CC(=O)NCCN2CCCC2)c(C)o1,i,i,-7,i,i,i,-3,i,i,i,0
Cc1ccc(S(=O)(=O)c2ccc(C)cc2)cc1,i,i,-3,i,i,i,-1,i,i,i,2
CSCC[C@H](NC(=O)c1cccnc1)c1nnc2ccccn12,i,i,-9,i,i,i,-6,i,i,i,5
CCOC(=O)c1c(C)[nH]c(C(=O)CN2C(=O)NC(C)(c3ccc4ccccc4c3)C2=O)c1C (stereo not given),i,i,-10,i,i,i,24,5.7*,i,i,-2
COCCCNC(=O)C1c2ccccc2Oc2ccccc21,i,i,-11,i,i,i,4,i,i,i,-1
COc1cccc(CNC(=O)CCC2CCCN(C(=O)c3cc4ccccc4o3)C2)c1 (stereo not given),i,i,-21,i,i,i,1,i,i,i,-8
Cc1nc2sc3c(c2c(=O)o1)CCC3,i,i,-5,i,i,i,-2,i,i,i,5
CCn1c(SCc2nc3ccccc3[nH]2)nnc1-c1cccnc1,i,i,-15,i,i,i,0,i,i,i,4
CC(=O)c1ccc(NC(=O)CSc2cn[nH]n2)cc1,i,i,-7,i,i,i,-3,i,i,i,6
CCOC(=O)C1CCCN(C(=O)C2CCN(c3nnc(-n4cccc4)s3)CC2)C1 (stereo not given),i,i,-8,i,i,i,-4,i,i,i,2
Cc1cc(C(=O)Nc2cccc(O)c2)co1,i,i,-3,i,i,i,1,i,i,i,-1
COC(=O)c1cc(S(=O)(=O)N2CCN(c3cccc(C)c3C)CC2)c[nH]1,i,i,-10,i,i,i,-5,i,i,i,-7
N#C/C(=N\Nc1ccc(Cl)cc1)C(=O)c1ccccc1,i,i,-8,i,i,i,30,i,i,i,6
Cc1ccc(NC(=S)NNc2ncc(C(F)(F)F)cc2Cl)c(C)c1,i,i,-8,i,i,i,-1,i,i,i,2
CCC(=O)Nc1cc(C)c(NC(=O)CCc2ccccc2)cn1,i,i,-8,i,i,i,2,i,i,i,1
O=C(CCN1C(=O)/C(=C/c2ccccc2)SC1=S)NCCCN1CCOCC1,i,i,-10,i,i,i,8,i,i,i,8
Nc1cc(=O)[nH]c(SCC(=O)Nc2cccc(Cl)c2)n1,i,i,-9,i,i,i,-5,i,i,i,-5
CCC(SCC(=O)OC)C(=O)Nc1nnc(C(C)C)s1 (stereo not given),i,i,-11,i,i,i,2,i,i,i,1
Cc1cc(C)nc(NS(=O)(=O)c2ccc(NC(=O)c3cc(=O)c4ccccc4o3)cc2)n1,i,i,-9,i,i,i,3,i,i,i,11
Cc1cc(NC(=O)CS(=O)(=O)c2cn(Cc3cccc(F)c3)c3ccccc23)no1,i,i,-19,i,i,i,3,i,i,i,1
Cc1nn(-c2ccccc2)c(C)c1/C=N/NC(=O)c1ccc(F)cc1,i,i,-11,i,i,i,1,i,i,i,0

# Next compounds:
SMILES,KCNK9 block,KCNQ1 inh,hERG protect,TMEM16A inh,ANO1 activ,KCNK3 block,SKKanGAS inh,RGS4 block,RGS4 act,KCNQ1 act,HDAC3 inhib
O=C(CSCc1nc2ccccc2[nH]1)N1CCN(c2cccc(Cl)c2)CC1,i,i,-5,i,i,i,3,i,i,i,-3
CC(C)Oc1ccc(N2CC(C(=O)Nc3ccc4c(c3)OCO4)CC2=O)cc1 (stereo not given),i,i,-9,i,i,i,1,i,i,i,7
COc1ccc(Cl)cc1N1C(=NC(=O)C2CCCCC2)SC2CS(=O)(=O)CC21 (stereo not given),i,i,-4,i,i,i,-2,i,i,i,0
O=C(Nc1ccc(Cl)cc1)C1C2C=CC3(O2)C1C(=O)N(CCCN1CCCCC1)C3C(=O)NC1CCCCC1 (stereo not given),i,i,-9,i,i,i,-4,i,i,i,-2
Cc1c(OCC(=O)NC(Cc2ccc(Cl)cc2)C(=O)O)ccc2c(-c3ccccc3)cc(=O)oc12 (stereo not given),i,i,-13,i,i,i,24,i,i,i,-3
Cc1cc(N2CCCCCC2)nc2ccc(F)cc12,i,i,-14,i,i,i,1,i,i,i,1
CCC1(C)Cc2c(sc3nnn(CC(=O)Nc4ccccc4C)c(=O)c23)CO1 (stereo not given),i,i,-18,i,i,i,-16,i,i,i,-2
CC(=O)c1ccc(S(=O)(=O)N2CCCC(N(C)CCc3ccccn3)C2)cc1 (stereo not given),i,i,-6,i,i,i,-5,i,i,i,nt
COc1ccc(C)cc1-n1[nH]nnc1=S,i,i,-6,i,i,i,1,i,i,i,7

# Screening data as filed in PubChem BioAssay.
